From PubChem
TDP1 block = blocks human tyrosyl-DNA phosphodiesterase 1. hit rate 0.28% among 350,000. recombinant TDP1, AlphaScreen DNA substrate cleavage. Potency, µM (top dose mostly 130 µM), inactives show at the top dose activity change, negative = inhibition, actives largely listed as inhibitors. Q9NUW8; also: nearly all actives have a fitted effect of over 40% in size
Target sequence (Q9NUW8 whole entry, looked up): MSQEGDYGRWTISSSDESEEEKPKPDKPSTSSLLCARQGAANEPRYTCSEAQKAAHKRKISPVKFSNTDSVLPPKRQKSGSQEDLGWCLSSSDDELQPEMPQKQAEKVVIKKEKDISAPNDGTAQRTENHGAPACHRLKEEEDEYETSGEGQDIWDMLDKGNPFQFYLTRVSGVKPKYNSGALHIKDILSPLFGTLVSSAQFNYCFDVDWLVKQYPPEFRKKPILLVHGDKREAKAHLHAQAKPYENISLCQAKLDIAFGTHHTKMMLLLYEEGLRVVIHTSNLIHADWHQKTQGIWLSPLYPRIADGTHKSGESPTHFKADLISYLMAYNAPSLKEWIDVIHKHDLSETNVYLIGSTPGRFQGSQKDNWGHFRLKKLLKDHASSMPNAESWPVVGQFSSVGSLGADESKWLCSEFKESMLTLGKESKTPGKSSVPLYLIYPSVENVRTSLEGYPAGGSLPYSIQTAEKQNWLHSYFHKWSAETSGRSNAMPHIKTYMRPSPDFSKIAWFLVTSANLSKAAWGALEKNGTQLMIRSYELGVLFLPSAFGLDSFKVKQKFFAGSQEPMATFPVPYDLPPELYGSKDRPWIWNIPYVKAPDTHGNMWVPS
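Here, a 5' biotin and 3' phosphotyrosine-FITC DNA oligonucleotide reports Tdp1 activity: intact substrate bridges AlphaScreen beads, while cleavage leaves a 3' phosphate and drops signal. All incubations at room temperature.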
TDP1 cell noCPT = qHTS for Inhibitors of human tyrosyl-DNA phosphodiesterase 1 (TDP1): qHTS in cells in absence of CPT. DT40 Tdp1-/- hTDP1 cells, no CPT, ATP luminescence, 48 h. AID 686978, 2013. hit rate 15% among 420,000. Potency, µM (highest dose often 46.2 µM), without a hit: at the highest dose activity change, negative = growth inhibition, actives largely listed as inhibitors; also: nearly all actives have a fitted effect of over 55% in size
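DT40 Tdp1-/-;hTDP1 cells, no CPT (DMSO vehicle only), 400 cells/well; compounds pin-transferred; ≥48 hr, 37 °C; CellTiter-Glo 30 min RT dark, luminescence read.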
DT40 TDP1 CPT = DT40-hTDP1 cell growth loss with CPT; Potency, µM (doses to about 46.2 µM), without a hit: top-dose activity change, negative = growth inhibition, usual class: inhibitors; chicken DT40 Tdp1-/-;hTDP1 cells + 20 nM CPT, ATP luminescence, 48 h; AID 686979; hit rate 12% among 420,000; also: nearly all actives have a fitted effect of over 55% in size
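Chicken DT40 Tdp1-/- cells complemented with human TDP1, 400 cells/well, exposed to compounds plus 20 nM camptothecin for at least 48 h at 37 C; viability read as ATP content by CellTiter-Glo luminescence.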
The depositor's hits bear a star; ? = inconclusive; nt = not tested or not shown; & = joins results of further samples; ! = repeats disagree; [ ] = remark or other dose. Calls follow the shape of the dose curve; as a rule, active = well fitted curve in the direction sought with a large enough effect; inconclusive = small, poorly fitted or top-dose-only effect, or another doubt; inactive = no such curve, though single readings can be large; an effect the other way counts as inactive or inconclusive. % is scaled to controls: 0 for no effect and ±100 for the full control effect; potency is read from the fitted curve at half-maximal effect.

SMILES | TDP1 block | TDP1 cell noCPT | DT40 TDP1 CPT
CNC1[C@@H](O)C(OC2C(N)C[C@H](N)[C@@H](O[C@@H]3OC(C(C)O)C(O)C(O)C3N)C2O)OC[C@]1(C)O (stereo partly specified) | 11%[56.1 µM] | -13% | ?
Cc1cccnc1-n1c(-c2ccccc2)nc2ccccc2c1=O | 2% | 13µM* | 13µM*
CCN1CCN(c2ccc([N+](=O)[O-])cc2C(=O)OC)CC1 | -5% | -36% | -2%
CN(C)C(=O)Oc1cc(OC(=O)N(C)C)cc(C(O)CNC(C)(C)C)c1 (stereo unspecified) | -5% | ? | 0%
CNC(=O)OCc1n(C)cc[n+]1C | 0% | 2% | -19%
Cc1nc2ccccc2c(=O)n1-c1ccc(Cl)c(Cl)c1 | nt | ? | ?
COc1ccccc1N1CCN(CCc2ccccc2)CC1 | nt | -6% | ?
CCn1cc2nc(SCc3c(F)cccc3Cl)n(CCc3ccccc3)c(=O)c2n1 | 5% | 23µM* | 15µM*
CN(C)C(=O)NC(O)C(Cl)(Cl)Cl (stereo unspecified) | 2% | 1% | -1%
CN1CCN(c2ccc([N+](=O)[O-])c(SCCO)c2)CC1 | -7% | -12% | -2%
COC(=O)C1=C(c2ccc3ccccc3c2)C[C@@H]2CC[C@H]1N2C(=O)NCc1ccc(C(F)(F)F)cc1 | 0% | ? | ?
COc1cc(C#Cc2c(-c3cncn3C)n(C)c3ccc(-c4cnc(N5CCOCC5)nc4)cc23)cc(OC)c1 | 4% | 12µM* | 16µM*
CC1[C@H]2Cc3ccc(O)cc3[C@]1(C)CCN2C (stereo partly specified) | nt | -2% | 1%
Cc1cccc(N2CCN(C(=O)CCS(=O)(=O)c3ccc4c(c3)oc(=O)n4C)CC2)c1C | 0%&4% | ? | ?
c1nc2nc3c(c(N4CCNCC4)n2n1)CCCC3 | nt | 12% | 2%
CC(C)(c1ccc(OC[C@@H]2CO2)cc1)c1ccc(OC[C@H]2CO2)cc1 | 5%[56.1 µM] | 12µM* | 11µM*
CN1CC(C(=O)c2ccc(F)cc2)C(c2c(F)cccc2Cl)C1 (stereo unspecified) | -3% | -10% | -22%
COc1ccccc1NC(=O)N(Cc1ccc2c(c1)OCO2)C1CCN(Cc2ccccc2)CC1 | 1% | 5.2µM* | 4.6µM*
O=C(NCCc1ccc(Cl)cc1)c1ccc(Nc2nc3ccccc3n3nnnc23)cc1 | -2%[12.3 µM] | 10µM* | ?
NP(=O)(Oc1ccccc1Cl)Oc1ccccc1Cl | -2% | 19% | -12%
CC1(C)COC(Nc2cccc(Cl)c2)=N1 | 0% | -11% | -16%
Cc1[nH]c2ccccc2c1CCNCc1ccco1 | 4% | -11% | 9%
COc1ccc(OP(=O)(Nc2ccccc2)Nc2ccccc2)cc1 | 5% | -12% | -17%
c1ccc(CNc2c3c(nc4ccccc24)CCC3)cc1 | nt | 15µM* | ?
Cc1cc(N2CCNCC2)nc2ccccc12 | nt | ? | -9%

Looked up by structure from the entries so far, two records:
SMILES | TDP1 block | TDP1 cell noCPT | DT40 TDP1 CPT
COc1ccccc1N1CCN(CCc2ccccc2)CC1 | nt | -6% | ?
Cc1cccnc1-n1c(-c2ccccc2)nc2ccccc2c1=O | 2% | 13µM* | 13µM*

Continued.
SMILES | TDP1 block | TDP1 cell noCPT | DT40 TDP1 CPT
Cc1ccc(-c2n[nH]c(=S)n2-c2ccccc2)cc1 | 2% | ? | 14µM*!
S=c1[nH]nc(-c2ccc3ccccc3n2)n1-c1ccc2c(c1)OCCO2 | nt | ? | -6%
O=S1(=O)N(Cc2ccccc2Cl)CCCN1Cc1ccccc1Cl | -6% | ? | 16µM*
OCCN1CCN(CC/C=C2/c3ccccc3Sc3ccc(Cl)cc32)CC1 | nt | 23µM* | ?
NC(=O)Cn1cc(C(=O)c2ccccc2F)c2ccccc21 | 5% | -3% | -4%
NP(=O)(OCCCc1ccccc1)Oc1ccccc1Cl (stereo unspecified) | nt | -4% | 4%
CCCCC(=O)N/N=C/c1c(O)n(Cc2ccc(F)cc2)c(=O)[nH]c1=O | 10% | -28% | ?
COCCNC(=O)N1[C@H]2CC[C@@H]1C(C(=O)OC)=C(c1ccc(-c3ccccc3)c(F)c1)C2 | 1% | 1.8µM* | 1.8µM*
Brc1cc2c(cc1CN1CCN(c3ccccc3)CC1)OCCO2 | 14% | -28% | -3%
COC(=O)C1=C(c2ccccc2)C[C@@H]2CC[C@H]1N2C(=O)NCCS(C)=O (stereo partly specified) | nt | 12% | 7%
CN(C)C(Cc1ccc(Cl)cc1)C(=O)c1ccccc1 (stereo unspecified) | 0% | -11% | -3%
CC(CN1CCOCC1)C(C#N)(c1ccccc1)c1ccccc1 (stereo unspecified) | nt | ? | -22%
CCOC(=O)C1=C(C)OC(N)=C(C#N)C12C(=O)Nc1ccc(C)cc12 (stereo unspecified) | 2% | ? | -23%
CC(C)CCCC(C)C1CCC2C3CC(O)[C@@]4(O)CC(O)CC[C@@]4(C)C3CC[C@@]12C (stereo partly specified) | 4% | 18µM* | ?
Cc1ccc(C(=O)N[C@@H](C)CN2C3=NC[C@@H](Cc4ccccc4)N3C[C@H]2Cc2ccc(O)cc2)cc1Br | 5% | 7.3µM* | 6.5µM*
COc1ccc2c3c([nH]c2c1)C(C)=NCC3 | 9% | 18µM*! | ?
CC(C(=O)c1c[nH]c2ccccc12)N1CCN(C(=O)c2ccco2)CC1 (stereo unspecified) | 1% | -8% | -14%
O=C1c2ccccc2-c2cc3ccccc3cc21 | nt | ? | -25%
Cc1cc2ccccc2n1-c1ccc(C(=O)N2CCC(C(=O)NCc3ccc(Cl)cc3)CC2)s1 | 5% | 3.7µM* | 4.1µM*
CCCCN1CCC(C#N)(Nc2ccccc2)CC1 | -1% | -10% | 4%
CCC(=NCc1cccnc1)c1c(O)n(-c2ccccc2C)c(=O)[nH]c1=O | ? | -14% | 3%
COc1ccccc1-n1c(O)c(C=Nc2c(C)n(C)n(-c3ccccc3)c2=O)c(=O)[nH]c1=O | 3% | 2% | 6%
CC(C)[C@@H]1CN[C@H](C(=O)O)[C@@H]1CC(=O)O | 12% | -16% | -1%
O=C(CCCN1CCC2(CC1)C(=O)N(Cc1cccc(F)c1)CN2c1ccccc1)c1ccc(F)cc1 | 13% | 15µM* | 30µM*
CCC(C)NC(=O)c1c(N)n(Cc2ccc3c(c2)OCO3)c2nc3ccccc3nc12 (stereo unspecified) | nt | 26µM* | ?
Next section.
SMILES | TDP1 block | TDP1 cell noCPT | DT40 TDP1 CPT
COC(=O)C1=C(c2ccc(F)cc2F)C[C@@H]2CC[C@H]1N2C(=O)N1CCCCC1 | 0% | 18µM* | 13µM*
CC(C)C1C(=O)N2CCCC2[C@]2(O)O[C@@](NC(=O)[C@@H]3C=C4c5cccc6[nH]cc(c56)C[C@H]4N(C)C3)(C(C)C)C(=O)N12 (stereo partly specified) | 10%[56.1 µM] | ? | 9.4µM*
CSc1cccc(NC(=O)C2CCN(C(=O)c3cnn(-c4ccccc4)c3-n3cccc3)CC2)c1 | 5% | 18µM* | 16µM*
COc1ccc(C=C(C#N)c2ccc(OC)cc2)cc1 | nt | ? | ?
c1ccc2c(CN3CCOCC3)c[nH]c2c1 | -5% | ? | ?
Cc1ccc(NCc2cccn2-c2nnc(N3CCC(C(=O)NCc4ccc(OC(C)C)cc4)CC3)s2)cc1 | 9% | 18µM* | ?
CN(C(=O)Oc1ccc(F)cc1)c1ccccc1 | 1% | 2% | -2%
COc1cc2c(cc1OC)[C@@H]1C(=O)c3ccc(O)c(CC=C(C)C)c3OC1CO2 (stereo partly specified) | 12%[56.1 µM] | -17% | 3%
C=Cn1ccnc1P(=S)(c1ccc(Cl)cc1)c1nccn1C=C | -8% | -5% | 4%
Cc1cccc(CC(c2cccc(C)c2)N(C)C)c1 (stereo unspecified) | nt | -17% | -24%
C=C1C([C@@]2(C)C(OC(C)=O)CC(=O)O[C@@](C)(COC(C)=O)C2CC(=O)OC)C(OC=O)C(OC(=O)C(OC(C)=O)C(C)CC)[C@]2(C)C(c3ccoc3)CC(=O)C12O (stereo partly specified) | 9% | -10% | -4%
O=c1[nH]c(=O)n(CCC2=CCCCC2)c(O)c1C=NCc1cccnc1 | -3% | 4% | 0%
CCN(CC)C(=O)c1ccc(NC(=O)c2ccc(N3CCCC3=O)cc2)cc1 | 2% | -4% | 9%
Nc1cc(SCc2ccc(Cl)cc2Cl)ncn1 | nt | ? | -7%
O=C1NC(=O)C(CCc2ccncc2)(c2ccccc2)C(=O)N1 | -7% | -4% | -3%
CC(=O)O[C@H]1CC[C@]2(C)C3CC[C@@]4(C)C(C[C@@H](O)[C@@H]4O)C3[C@@H](OC(C)=O)C[C@H]2C1 (stereo partly specified) | nt | -23% | 3%
Cc1ccccc1CN1CCCN(Cc2ccc(Cl)cc2)S1(=O)=O | nt | -17% | 2%
COC(=O)C1C(C(=O)O)C2(Cl)C(Cl)=C(Cl)C1(Cl)C2(Cl)Cl (stereo unspecified) | nt | -13% | 3%
COC(=O)C1=C(c2ccc(OC)c(OC)c2)C[C@@H]2CC[C@H]1N2C(=O)NCc1ccc(F)cc1 | 2% | -28% | -28%
FC(F)(F)c1ccc2c(c1)ncn2C1CCN(Cc2nnnn2C2CCCCC2)CC1 | -2% | ? | ?
C[C@H]1CN([C@@H](C)CO)C(=O)CCCn2nncc2CO[C@@H]1CN(C)C(=O)Oc1ccccc1 | nt | 2% | -13%

A different layout for some results above:
Every second line gives: TDP1 block	TDP1 cell noCPT	DT40 TDP1 CPT
- CC(C)C1C(=O)N2CCCC2[C@]2(O)O[C@@](NC(=O)[C@@H]3C=C4c5cccc6[nH]cc(c56)C[C@H]4N(C)C3)(C(C)C)C(=O)N12 (stereo partly specified)
  10%[56.1 µM]	?	9.4µM*
- CSc1cccc(NC(=O)C2CCN(C(=O)c3cnn(-c4ccccc4)c3-n3cccc3)CC2)c1
  5%	18µM*	16µM*
- COc1ccc(C=C(C#N)c2ccc(OC)cc2)cc1
  nt	?	?
- c1ccc2c(CN3CCOCC3)c[nH]c2c1
  -5%	?	?
- Cc1ccc(NCc2cccn2-c2nnc(N3CCC(C(=O)NCc4ccc(OC(C)C)cc4)CC3)s2)cc1
  9%	18µM*	?
- CN(C(=O)Oc1ccc(F)cc1)c1ccccc1
  1%	2%	-2%
- COc1cc2c(cc1OC)[C@@H]1C(=O)c3ccc(O)c(CC=C(C)C)c3OC1CO2 (stereo partly specified)
  12%[56.1 µM]	-17%	3%
- C=Cn1ccnc1P(=S)(c1ccc(Cl)cc1)c1nccn1C=C
  -8%	-5%	4%
- Cc1cccc(CC(c2cccc(C)c2)N(C)C)c1 (stereo unspecified)
  nt	-17%	-24%
- C=C1C([C@@]2(C)C(OC(C)=O)CC(=O)O[C@@](C)(COC(C)=O)C2CC(=O)OC)C(OC=O)C(OC(=O)C(OC(C)=O)C(C)CC)[C@]2(C)C(c3ccoc3)CC(=O)C12O (stereo partly specified)
  9%	-10%	-4%
- O=c1[nH]c(=O)n(CCC2=CCCCC2)c(O)c1C=NCc1cccnc1
  -3%	4%	0%
- CCN(CC)C(=O)c1ccc(NC(=O)c2ccc(N3CCCC3=O)cc2)cc1
  2%	-4%	9%
- Nc1cc(SCc2ccc(Cl)cc2Cl)ncn1
  nt	?	-7%
- O=C1NC(=O)C(CCc2ccncc2)(c2ccccc2)C(=O)N1
  -7%	-4%	-3%
- CC(=O)O[C@H]1CC[C@]2(C)C3CC[C@@]4(C)C(C[C@@H](O)[C@@H]4O)C3[C@@H](OC(C)=O)C[C@H]2C1 (stereo partly specified)
  nt	-23%	3%
- Cc1ccccc1CN1CCCN(Cc2ccc(Cl)cc2)S1(=O)=O
  nt	-17%	2%
- COC(=O)C1C(C(=O)O)C2(Cl)C(Cl)=C(Cl)C1(Cl)C2(Cl)Cl (stereo unspecified)
  nt	-13%	3%
- COC(=O)C1=C(c2ccc(OC)c(OC)c2)C[C@@H]2CC[C@H]1N2C(=O)NCc1ccc(F)cc1
  2%	-28%	-28%
- FC(F)(F)c1ccc2c(c1)ncn2C1CCN(Cc2nnnn2C2CCCCC2)CC1
  -2%	?	?
- C[C@H]1CN([C@@H](C)CO)C(=O)CCCn2nncc2CO[C@@H]1CN(C)C(=O)Oc1ccccc1
  nt	2%	-13%

An excerpt; rates above refer to the full screens.
